PV pol inh: poliovirus RdRp elongation inhibitors, primary screen, biochemical, fluorescence polarization, total intensity | Genome polyprotein (Poliovirus type 1 (strain Mahoney)), P03300 | poliovirus polymerase elongation; active compounds read low | % elongation, % (compound at 16.7 µg/mL) | 150,000 compounds, 0.66% hits | AID 588519, 2011; in the data active = % elongation below about 90%; note: some results filed as inactive read as strong as hits
Target sequence (P03300 1749-2209 limits assumed): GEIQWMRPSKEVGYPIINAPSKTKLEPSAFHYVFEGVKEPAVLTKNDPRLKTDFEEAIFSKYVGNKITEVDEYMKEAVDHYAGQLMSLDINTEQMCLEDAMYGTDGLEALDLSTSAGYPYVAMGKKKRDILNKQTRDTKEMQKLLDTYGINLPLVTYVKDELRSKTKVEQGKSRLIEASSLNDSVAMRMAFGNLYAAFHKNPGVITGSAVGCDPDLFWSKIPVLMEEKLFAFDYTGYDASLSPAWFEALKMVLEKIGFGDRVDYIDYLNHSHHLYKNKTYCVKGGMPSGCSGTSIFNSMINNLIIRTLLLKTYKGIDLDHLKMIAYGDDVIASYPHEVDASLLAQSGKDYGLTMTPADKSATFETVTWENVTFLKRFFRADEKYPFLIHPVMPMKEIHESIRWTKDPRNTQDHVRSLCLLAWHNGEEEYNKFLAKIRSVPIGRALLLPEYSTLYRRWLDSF
PV pol inh FP z-score: further read-out of PV pol inh, marked with its call; z-score; measured here: FP z-score; hits read low
Starred values were filed as active, the others as inactive.

SMILES	PV pol inh	PV pol inh FP z-score
CCCN(CCC)C(=O)c1cnn(-c2ccccc2)c1NC(=O)c1ccccc1	116.0	1.5
CCc1ccc(NC(=O)CSC)cc1	102.0	0.4
Cc1ccc(NC(=O)CCn2c(=O)c3cccn3c3ccccc32)cc1	102.0	0
Nc1c(NCC(c2ccco2)N2CCCCC2)c(=O)[nH]c(=O)n1Cc1ccccc1 (stereo not given)	108.0	0.8
Cc1cccc(N2CCN(C(=O)Cc3ccc(-n4c(=O)[nH]c5ccsc5c4=O)cc3)CC2)c1C	102.0	0.2
CC1(C)Oc2ccc(C(=O)N/N=C/c3cccs3)cc2NC1=O	104.0	0.8
CC(NC(=O)c1ccc(F)cc1)C(c1cccs1)N1CCN(C)CC1 (stereo not given)	99.0	-1.7
O=C(Nc1ncn[nH]1)c1cccc(Br)c1	99.0	-0.2
CCc1ccc(NC(=O)c2nn(-c3ccc(C)cc3)c(=O)c3c2c2ccccc2n3C)cc1	102.0	0.2
CCC1Sc2cc(S(=O)(=O)CCC(=O)N3CCCCC3)ccc2NC1=O (stereo not given)	104.0	0.4
CCN(c1cccc(C)c1)S(=O)(=O)c1ccc2[nH]cc(C(=O)NCCCOC)c(=O)c2c1	102.0	-0.3
COc1ccc(OC)c(-c2cc(C(=O)Nc3cccc(Cl)c3C)no2)c1	106.0	0.4
Cc1ccc(-c2nc3c(cnn3-c3ccccc3)c(=O)n2-c2cccc(C)c2)cc1	99.0	-0.7
CC(C)(C)n1nnnc1C(c1ccc2ncccc2c1)N1CCOCC1 (stereo not given)	104.0	0.5
Cc1ccc(S(=O)(=O)c2nc(-c3cccs3)oc2N2CCCCC2)cc1	101.0	-0.2
CCN(CC(=O)NCc1ccc(F)cc1)C(=O)c1cccnc1SC	100.0	-0.3
Cc1ccc(CN(C(=O)c2ccccc2)C2CCS(=O)(=O)C2)cc1 (stereo not given)	102.0	0.1
O=C(c1ccc(NS(=O)(=O)c2ccccc2)cc1)N1CCCC1	103.0	0.5
COc1ccc(C(=O)OCc2cc(C)on2)cc1Br	98.0	-0.8
COC(=O)C1CSCN1C(=O)Nc1ccccc1 (stereo not given)	108.0	0.7
Clc1cccc(C=NN2CCN(Cc3ccccc3)CC2)c1Cl	101.0	-0.2
CCc1ccc(NC(=O)CN2C(=O)C(=O)c3ccccc32)cc1	110.0	1.2
CC(C)C(=O)Nc1ccc(N)cc1	103.0	0.2
O=C(Nc1cccc(Cl)c1)C1CCCN(c2ncnc3c2nc2n3CCCCC2)C1 (stereo not given)	103.0	-0.2
O=C(Nc1ccc(S(=O)(=O)Nc2ncccn2)cc1)C1=NN(c2ccccc2)C(=O)CC1	98.0	-0.3
CCn1c(-c2cccs2)c(CNC(=O)NCc2ccccc2)c2ccccc21	107.0	2.1
CCS(=O)(=O)Nc1cc(C(C)(C)C)on1	102.0	-0.2
O=C(O)/C=C\C(=O)N1CCN(c2nc(-c3ccccc3)ns2)CC1	98.0	-1
COCc1c(C(=O)OCc2cc(Cl)cc3c2OCOC3)oc2ccccc12	102.0	-0.1
Cc1nc(NC(=O)c2oc3ccccc3c2C)sc1C(=O)N(C)C	99.0	-0.7
Cc1c(C)n(C)c2ccc(C(=O)NCCCN3CCCCC3)cc12	110.0	0.7
Brc1ccc(-n2cccc2)nc1	101.0	-0.1
NNC(=O)c1csc(-c2cccs2)n1	104.0	0.1
CCOC(=O)c1[nH]c(=O)c2ccccc2c1O	102.0	0.3
O=C(Cc1cc(=O)[nH]c(=O)[nH]1)N1CCCCC1	100.0	-0.4
CCOC(=O)c1oc2ccccc2c1COC(=O)c1ccc(S(C)(=O)=O)cc1	108.0	0.9
Cc1noc(C)c1COc1cc2ccccc2cc1C(=O)O	104.0	0.2
O=C(O)c1ccccc1C(F)(F)F	101.0	-0.1
CC(OC(=O)Cn1cnc2ccccc2c1=O)C(=O)NCc1ccccc1 (stereo not given)	98.0	-0.3
Cc1cc(C)c2c(=O)[nH]c(SCC(=O)Nc3ccccc3)nc2n1	103.0	0.4
Nc1[nH]c(=S)sc1C(=O)Nc1nccs1	70.0*	-3.3*
Cc1ccc(S(=O)(=O)C2(C(=O)Nc3ccc(C)c(Cl)c3)CC2)cc1	106.0	0.1
COc1ccccc1CNC1CCCCC1C (stereo not given)	98.0	-0.8
CC(C)C(C(C#N)C#N)C1C(=O)NC(=S)NC1=O (stereo not given)	102.0	0
C=CS(=O)(=O)C(C)CC(N)=O (stereo not given)	99.0	-0.1
CCCCSc1ccc(NCCC(=O)c2ccco2)cc1	100.0	0
CN1CCN(c2ncc3c(=S)[nH]c(=S)[nH]c3n2)CC1	103.0	-0.1
COc1ccc(-c2csc(=Nc3cc(C(=O)O)ccc3C)o2)cc1	86.0*	-1.6*
Cc1c(C(=O)NCc2ccco2)cc(-c2ccccc2)n1CCSCc1c(F)cccc1Cl	103.0	-0.3
COc1ccc(OC)c(C(=O)CN2C(=O)N(c3ccc(C)cc3)S(=O)(=O)c3ccccc32)c1	104.0	-0.6
Cc1[nH]n(-c2ccccc2)c(=O)c1C=NC(C)C	99.0	-0.2
OCCc1c[nH]c2ccc(OCc3ccccc3)cc12	104.0	0.7
COc1ccc(NC(=O)NCCCN2CCCc3ccccc32)c(OC)c1	101.0	-0.6
O=S(=O)(NN1CCOCC1)c1cc(S(=O)(=O)c2ccccc2)cs1	107.0	1
CCN(Cc1ccccc1)C(=O)c1cc2c(s1)-c1ccc(Cl)cc1SC2	99.0	-0.4
COc1cc(/C=C/C(=O)N2CCC(c3nc4ccccc4o3)CC2)cc2c1OCCO2	103.0	-0.1
O=C(OC1CCOC1=O)c1c2c(nc3ccccc13)CCCCC2 (stereo not given)	99.0	-0.4
N#Cc1ccc(NC(=O)CONC2=NCCCCC2)cc1	95.0	-0.8
Cc1cccc(-c2nc3scc(CCNS(=O)(=O)c4ccc(F)c(C(F)(F)F)c4)n3n2)c1	106.0	-0.2
Cc1noc2nc(C(F)(F)F)[nH]c(=O)c12	101.0	-0.3

Profiles from above. Screens in order: PV pol inh, PV pol inh FP z-score
`Cc1c(C(=O)NCc2ccco2)cc(-c2ccccc2)n1CCSCc1c(F)cccc1Cl` is listed with 103.0, -0.3
`COc1cc(/C=C/C(=O)N2CCC(c3nc4ccccc4o3)CC2)cc2c1OCCO2` is listed with 103.0, -0.1
`C=CS(=O)(=O)C(C)CC(N)=O` (stereo not given) is listed with 99.0, -0.1
`Cc1noc2nc(C(F)(F)F)[nH]c(=O)c12` is listed with 101.0, -0.3

(continued)
SMILES	PV pol inh	PV pol inh FP z-score
Cc1ccc(S(=O)(=O)N/N=C2/CSCC2NC(=O)c2ccccc2)cc1 (stereo not given)	102.0	0
CN(C)P1(=S)OCCCO1	104.0	0.8
CCOC(=O)c1ccc(N2C(=O)Cc3ccccc3C2=O)cc1	101.0	0
CSc1cccc(NC(=O)CSc2nnc(COc3ccccc3)o2)c1	101.0	-0.1
COC(=O)c1cc2ccc3c(c2oc1=O)CN(c1ccccc1)CO3	103.0	0.2
CC(C)CNCC1OCCCCO1	100.0	-0.2
CC(C)Sc1ncc(Cl)c(C(=O)Nc2nc3ccc(S(C)(=O)=O)cc3s2)n1	112.0	0.9
Cn1cc(CCC(=O)N2CCC(C(N)=O)CC2)c2ccccc21	102.0	0
CC(C)OC(=O)CSc1nnc(-c2ccc(O)cc2)n1-c1ccccc1	104.0	0.7
CCCCOC(=O)Nc1ccc(C(N)=O)cc1	99.0	-0.8
CCCN(CC1CC1)C(=S)Nc1ccc(OCC)cc1	106.0	0.2
NNC(=O)c1sc(-c2ccccc2)cc1N	106.0	0.4
COC(=O)C(C)Oc1cc2oc(=O)c3c(c2cc1Cl)CCC3 (stereo not given)	102.0	0.1
CCc1ccccc1N(C)C(=O)c1cn(CC(C)C)c(=O)c2cc(OC)c(OC)cc12	106.0	0.4
Cc1c(C(=O)Nc2cc(-c3cccc(F)c3)no2)sc2nc3n(c(=O)c12)CCCCC3	103.0	0.6
COc1ccc(SCC(=O)c2cc(C)n(C3CC3)c2C)cc1	107.0	0.6
N=C1/C(=C/c2cccn2Cc2ccc(Cl)cc2)C(=O)N=C2SC=CN12	103.0	0.3
Cc1onc(-c2ccccc2)c1NC(=O)Nc1ccc(-n2ccc(C(F)(F)F)n2)cc1	99.0	-0.7
C=CCN(CC=C)C(=O)CN1C(=O)c2ccccc2C1=O	103.0	0.6
O=C(Nc1cccc2cccnc12)c1ccc(-c2cccc(Cl)c2)o1	105.0	0

Quoted from the listing.
NNC(=O)c1sc(-c2ccccc2)cc1N in PV pol inh has 106.0
Cc1onc(-c2ccccc2)c1NC(=O)Nc1ccc(-n2ccc(C(F)(F)F)n2)cc1 in PV pol inh FP z-score has -0.7
CC(C)OC(=O)CSc1nnc(-c2ccc(O)cc2)n1-c1ccccc1 in PV pol inh has 104.0
CCOC(=O)c1ccc(N2C(=O)Cc3ccccc3C2=O)cc1 in PV pol inh has 101.0

(continued)
SMILES	PV pol inh	PV pol inh FP z-score
COc1ccc(-n2nnnc2C2CCN(S(=O)(=O)c3ccc(NC(C)=O)cc3)CC2)cc1	112.0	0.9
CN(C)C(CC(=O)Nc1ccc(Nc2ccccc2)cc1)C(=O)O (stereo not given)	95.0	-0.2
Cc1ccc(CCC(=O)Nc2ccc(C(C)C)cc2)o1	103.0	0.5
Cc1c(-c2nc3cc(Cl)ccc3n2Cc2ccccc2)cc(C#N)n1C	97.0	-0.4
CCc1cc(C(=O)O)no1	105.0	1.5
CCN(C1CCCCC1)S(=O)(=O)c1cccc(S(=O)(=O)N2CCCC2)c1	103.0	0.4
Cc1nn(-c2ccccc2)c(C)c1NC(=S)NC(=O)c1cccs1	101.0	-0.4
COc1ccc(-c2ccc(CCC(=O)O)n2-c2ccc(Cl)cc2C)cc1	96.0	-3
CC(C)N(CC(=O)c1cccs1)Cc1ccccc1	98.0	-0.4
COc1ccccc1CNC(=O)CCc1c(C)nc2cc(-c3ccc(Cl)cc3)nn2c1C	103.0	-0.5
COc1cccc(N2CCN(C(=O)CCCn3c(=O)[nH]c4ccc(Br)cc4c3=O)CC2)c1	108.0	0.7
CCN(CC)C(=O)c1sc2c(c1C)c(=O)n(Cc1ccccc1)c(=O)n2Cc1c(C)cc(C)cc1C	110.0	0.9
CCOc1ccccc1NC(=O)CSc1nccn1-c1ccc(Cl)cc1	108.0	0.1
CCOC(=O)C1CCCCN1Cc1ccco1 (stereo not given)	103.0	0.5
Cc1cc(=O)n2c(n1)sc1ccccc12	103.0	0.6
CC(=O)c1cccc(NC(=O)Cn2c(C)c3cnn(-c4ccccc4)c(=O)c3c2C)c1	106.0	-0.1
COc1ccc(CCNc2ncnc3onc(C)c23)c(OC)c1	113.0	0.7
COc1ccc(C(CNC(=O)c2ccc(F)cc2)N2CCCC2)cc1 (stereo not given)	101.0	-0.9
O=c1c(-c2nc3ccccc3[nH]2)coc2ccc(Cl)cc12	49.0	-5.2
O=C(CSc1ccc(-c2cccs2)nn1)N1CCc2ccccc21	100.0	-0.5

Part of the list above in order of number of heavy atoms, highest first:
SMILES	PV pol inh	PV pol inh FP z-score
COc1ccccc1CNC(=O)CCc1c(C)nc2cc(-c3ccc(Cl)cc3)nn2c1C	103.0	-0.5
O=C(CSc1ccc(-c2cccs2)nn1)N1CCc2ccccc21	100.0	-0.5
COc1ccc(CCNc2ncnc3onc(C)c23)c(OC)c1	113.0	0.7

More results.
SMILES	PV pol inh	PV pol inh FP z-score
CC1(C)CN=C(Nc2nc3ccccc3s2)S1	99.0	-0.7
CCOC(=O)COc1ccc2c3c(c(=O)oc2c1C)CCC3	105.0	0.9
CC(Cc1ccccc1)NC(=O)Cc1ccc(N(C)C)cc1 (stereo not given)	100.0	-0.2
COc1cccc(-n2cc(C(=O)N(C)C3CCCCC3)c3ccccc3c2=O)c1	103.0	0.6
O=P1(c2ccccc2)C=CC(O)C1 (stereo not given)	99.0	-0.2
CCCN(C(=O)CSc1nnc(-c2ccco2)o1)C1=CCCCC1	98.0	-0.6
COc1ccc(CNC(=O)CCn2c(=O)[nH]c3ccccc3c2=O)cc1	104.0	0.5
O=C(Nc1cccnc1Cl)C1CSC(c2ccncc2)=N1 (stereo not given)	103.0	0.6
COc1ccc(N2CC(NC(=O)c3cc4ccccc4o3)CC2=O)cc1OC (stereo not given)	109.0	0.5
CCOc1ccc(-c2nonc2NC(=O)c2oc3cc(Br)ccc3c2C)cc1	102.0	-1.1
CCOc1ccc(C2Nc3c(C)cccc3-c3cc(C)nn32)cc1 (stereo not given)	102.0	-0.2
CNC(=O)c1ccccc1NS(=O)(=O)c1ccc(Br)cc1	105.0	1.5
COc1cccc2sc(NC(=O)c3ccccc3Cl)nc12	103.0	-0.1
COc1ccc(CCNC(=O)c2ccc(-n3c(C)cc4c3CCC(C)C4)cc2)cc1OC (stereo not given)	107.0	-0.4
Cc1ccc(S(=O)(=O)C(F)F)cc1S(=O)(=O)C(F)F	103.0	0
CCOC(=O)c1ccc(NC(=O)CN2C(=O)c3ccccc3C2=O)cc1	104.0	0.5
Cc1ccc(NC(=O)CN(C)S(=O)(=O)c2ccc3c(c2)n(C)c(=O)c(=O)n3C)cc1F	102.0	-0.7
Cc1nc2nc(C)c(CCC(=O)NCCC3=CCCCC3)c(C)n2n1	100.0	-1.1
COCCNC(=O)c1ccc(CS(=O)(=O)c2c(Cl)cccc2Cl)o1	101.0	0.1
Cc1ccc2c(=O)c(C(=O)c3ccccc3)cn(CC(=O)NCc3ccccc3)c2n1	114.0	1.3
CCOc1ccc(-c2nnc(SCC(=O)Nc3cc(F)ccc3F)o2)cc1	103.0	-1.1
COc1ccc(NC(=O)C2CCCN(C(=O)c3cnn(-c4ccccc4)c3-n3cccc3)C2)cc1 (stereo not given)	104.0	-0.5
CCCCn1c(SCC(=O)NC(C)(C)C)nnc1-c1ccncc1	105.0	0.9
CCn1nnc(NC(=O)COc2ccccc2)n1	104.0	0.9
COc1ccc(NC(=O)c2nnn(Cc3ccccc3C)c2N)c(OC)c1	106.0	0.3
CNC(=O)CSc1nnc(-c2ccc3c(c2)OCO3)o1	108.0	0.7
CCc1cc(-c2oncc2-c2ccc(Br)cc2)c(O)cc1OC	101.0	0.1
COc1ccc(CNC(=O)C2CSC(=O)C2)cc1 (stereo not given)	103.0	0.2
O=C(NCc1noc2ccccc12)N1CCN(c2ccccc2F)CC1	107.0	0.2
CC1(C)C(=O)Nc2ccccc2N1C(=O)COC(=O)c1ccc(S(=O)(=O)C(F)F)cc1	105.0	0.4

Source: PubChem BioAssay

These rows are one share of the data, so the mix of outcomes need not match the whole.
